# UGM FP inh = inhibitors of M. tuberculosis UDP-galactopyranose mutase; inhibition, % at 10 µM; P9WIQ1; purified UGM, fluorescence polarization probe displacement; actives 0.06% (n = 320,000); AID 504406; in the data active = inhibition above about 10%, passing the limit was not always enough; inconclusive = no clear call, values can overlap the other calls
# Target sequence (P9WIQ1 whole entry, looked up): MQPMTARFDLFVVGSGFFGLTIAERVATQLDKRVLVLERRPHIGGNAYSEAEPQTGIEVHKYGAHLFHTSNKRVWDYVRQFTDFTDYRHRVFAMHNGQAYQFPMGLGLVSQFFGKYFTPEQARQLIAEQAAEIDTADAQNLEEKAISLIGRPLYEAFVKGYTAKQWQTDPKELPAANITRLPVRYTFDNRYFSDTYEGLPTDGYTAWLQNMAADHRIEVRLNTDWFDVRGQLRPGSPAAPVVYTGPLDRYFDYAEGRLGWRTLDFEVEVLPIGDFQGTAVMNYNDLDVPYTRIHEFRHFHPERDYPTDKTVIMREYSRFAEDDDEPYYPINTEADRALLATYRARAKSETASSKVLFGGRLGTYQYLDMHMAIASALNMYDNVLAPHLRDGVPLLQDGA
# GDH-TPI inh = GDH-TPI coupled enzyme inhibition counter-screen | GDH-TPI coupled enzyme counterscreen, NADH absorbance | AID 588335 | inhibition, % at 4.8 µM | actives 1.2% (n = 360,000);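 also: 0% = DMSO wells and 100% = wells lacking the enzyme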
# Rv3671c inh = inhibitors of M. tuberculosis serine protease Rv3671c; actives 0.048% (n = 320,000); inhibition, % at 5.96 µM; P9WHR9; in the data active = inhibition above about 38%;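 also: extracellular domain of Rv3671c used as enzyme; 0% = enzyme with DMSO and 100% = no enzyme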
# CCHFV vOTU inh = CCHFV vOTU protease inhibition | Pep-AMC fluorescence | inhibition, % at 11.5 µM | actives 0.55% (n = 370,000) | AID 651958; also: 0% = vehicle wells with enzyme and 100% = no enzyme wells
# DUSP3 inh = blocks human VHR1 dual specificity phosphatase | P51452 | inhibition, % at 13.3 µM | actives 0.52% (n = 290,000) | recombinant VHR phosphatase, pNPP absorbance; in the data active = inhibition above about 50%; also: some compounds called inactive have numbers as strong as hits
# Target sequence (P51452 whole entry, looked up): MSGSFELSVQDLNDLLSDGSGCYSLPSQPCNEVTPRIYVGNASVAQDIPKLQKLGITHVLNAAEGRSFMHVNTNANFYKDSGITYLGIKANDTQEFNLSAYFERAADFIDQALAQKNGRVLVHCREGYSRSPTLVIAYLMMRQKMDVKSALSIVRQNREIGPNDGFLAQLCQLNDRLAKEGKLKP
# Mtb BioA inh = blocks M. tuberculosis BioA enzyme activity; purified M. tuberculosis BioA enzyme, plate reader; inhibition, % at 9.99 µM; actives 0.096% (n = 360,000); AID 602481; in the data active = inhibition above about 40%; inconclusive = no clear call, values can overlap the other calls
# BoNT F protease = BoNT F light chain protease inhibition; Multiplex microsphere protease cleavage assay, flow cytometry; inhibition, % at 10 µM; actives 0.22% (n = 360,000); AID 588497; in the data active = inhibition above about 35%, passing the limit was not always enough; inconclusive = no clear call, values can overlap the other calls; also: plate controls were buffer without enzyme for full effect and enzyme alone for no effect
# FadD28 binding = blocks FadD28 binding to the bisubstrate probe | fluorescence polarization | actives 0.22% (n = 360,000) | inhibition, % at 12.5 µM; in the data active = inhibition above about 8.5%, passing the limit was not always enough; inconclusive = no clear call, values can overlap the other calls
# MazF activator = activators of E. coli MazEF toxin-antitoxin RNase; actives 0.32% (n = 350,000); FAM/BHQ RNA-DNA oligo cleavage fluorescence, 5 h; activation, % at 20 µM; in the data active = activation above about 50%
# Target sequence (P0AE70 whole entry, looked up): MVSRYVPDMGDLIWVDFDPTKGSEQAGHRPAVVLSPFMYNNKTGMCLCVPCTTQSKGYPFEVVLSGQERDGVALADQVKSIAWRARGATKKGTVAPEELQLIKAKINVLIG
# Mtb FBA inh = inhibits M. tuberculosis FBA enzyme; P9WQA3; purified M. tuberculosis FBA, fluorescence read-out; inhibition, % at 1 µM; actives 2.3% (n = 360,000); AID 588726; in the data active = inhibition above about 27%;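 also: 0% = vehicle and 100% = reference inhibitor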
# Target sequence (P9WQA3 whole entry, looked up): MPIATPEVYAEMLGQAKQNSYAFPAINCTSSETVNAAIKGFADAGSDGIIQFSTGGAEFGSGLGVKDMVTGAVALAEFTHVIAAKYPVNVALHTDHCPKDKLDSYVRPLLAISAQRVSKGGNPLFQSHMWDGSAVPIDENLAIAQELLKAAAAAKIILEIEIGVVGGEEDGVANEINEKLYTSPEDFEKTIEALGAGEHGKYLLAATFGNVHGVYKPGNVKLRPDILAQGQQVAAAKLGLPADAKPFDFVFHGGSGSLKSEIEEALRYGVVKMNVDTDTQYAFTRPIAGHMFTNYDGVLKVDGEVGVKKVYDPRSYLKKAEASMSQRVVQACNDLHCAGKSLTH
# * hit, by the source's call; ? = inconclusive; . = not tested or not shown; + = active, no number; & = joins results of further samples. Rule as the data show it, unless noted: active = inhibition above about 30%; inactive = the rest.
SMILES,UGM FP inh,GDH-TPI inh,Rv3671c inh,CCHFV vOTU inh,DUSP3 inh,Mtb BioA inh,BoNT F protease,FadD28 binding,MazF activator,Mtb FBA inh
CN(C)S(=O)(=O)c1cccc(C(=O)NCC2(N3CCOCC3)CCCCC2)c1,-2.4,15,2,2,10,-0.6,0,1.1,4,1
CCCCC(=O)Nc1ccc(C(=O)NNC(=O)c2ccc(C)c(Br)c2)cc1,2.6,0,-42,1,-8,-2.1,16,-1.9,-2,-1
Cc1ccc(-n2nc3c(=O)n(CC(=O)NCCc4cccs4)nc(C)c3c2C)cc1,2.1,1,-9,12,48,0.7,-3,1.2,5,0
O=C(CN1C(=O)NC2(CCCCCCC2)C1=O)Nc1ccc(Br)cc1,3.1,1,-6,8,.,.,-3,0.6,0,4
Cc1ccc(-c2ccnc(=S)[nH]2)cc1,3.8,4,7,-11,7,-1.8,-8,-1.7,-3,-2
C=CCn1c(CCNC(=O)c2ccccc2F)nnc1SCC(=O)Nc1nc(C)cs1,-1.9,7,0,4,13,-0.8,-9,-3.1,-18,0
COCCOC(=O)c1c(C)n(C)c2ccc(OC(=O)c3c(OC)cccc3OC)cc12,0.6,-9,-10,13,2,-0.4,-6,-2.2,0,-1
O=S(=O)(O)c1nc2ccccc2n1Cc1ccccc1,3.6,-4,-10,25,6,2.5,-5,-2.8,0,2
CN(Cc1ccccc1)c1ccc(S(=O)(=O)N2CCC(C(=O)O)CC2)cc1[N+](=O)[O-],1.4,1,6,10,10,0.8,7,-3.1,-1,+
Cc1ccc(C(=O)NCC(=O)Nc2ccc3c(c2)CCC3)cc1,0.7,7,-2,14,.,-3.6,-7,0.0,4,0
CC(=O)Nc1nc(-c2ccc3c(c2)CC(C)N3C(=O)C2CC2)c(C)s1 (configuration not stated),-1.3,1,3,-10,-25,22,0,-0.9,10,8
O=S(=O)(NNc1ncc(C(F)(F)F)cc1Cl)c1ccc(F)cc1F,3.3,0,-4,22,.,-0.9,-3,-3.4,1,-2
CCC(=O)N1CCc2cc(S(=O)(=O)NCCN3CCCCC3CC)ccc21 (configuration not stated),1.0,6,-2,-5,-18,-2.6,7,0.0,1,-2
C=CCOc1cccc(C2/C(=C(/O)c3ccc(C)cc3)C(=O)C(=O)N2CCN2CCOCC2)c1 (configuration not stated),0.5,15,-1,0,-25,-1.2,-14,-0.9,2,-1
CC[C@]12c3[nH]c4cc(-c5ccco5)ccc4c3CCN1C(=O)[C@@H](CC(=O)NCCCOC)C[C@@H]2C(=O)N1CCN(C(=O)C2CC2)CC1,.,6,.,-96,.,-2.1,-7,0.7,6,26
COCCn1nnnc1CN1C2CCCC1CC(NC(C)=O)C2 (configuration not stated),0.9,-4,-8,-15,4,.,6,-0.6,-4,4
Cc1cc(C(=O)COC(=O)C2=NNC(=O)CC2)c(C)n1CCc1ccccc1,-2.4,0,2,7,-10,1.6,-6,-4.4,5,0
COc1ccc(CNCCNC(=O)c2cccs2)cc1OC,-6.2,-4,6,3,30,.,1,-2.0,2,1
Cn1ncc2c(O/N=C(\N)c3ccc(C(C)(C)C)cc3)ncnc21,-1.8,2,1,.,4,-2.1,-2,-0.5,1,4
C=CCOC(=O)C1=C[C@@H](c2ccc3c(c2)OCO3)C[C@@H](OCc2ccc(CO)cc2)O1,-0.6,11,6,5,14,0.8&0.1,2,-0.3,-5,1
CCOc1ccc2nc(SCC(=O)NCc3ccc(S(N)(=O)=O)cc3)sc2c1,1.2,-5,7,-5,-1,-2.8,14,-3.3,3,2
C=CCNc1nc(Cl)nc(Nc2ccccc2)n1,1.2,0,-2,14,5,-1.7,25,1.0,0,2
CCCOC(=O)C1=C(C)NC(=O)NC1c1ccc(Br)s1 (configuration not stated),1.4,-1,-2,-6,1,.,1,-0.5,-3,-4
O=c1oc2ccccc2n1CSC1=NCCS1,1.3,11,-2,6,14,-0.9,-9,-1.1,5,0
CN1CCN(C(=O)N2c3ccccc3C=Cc3ccccc32)CC1,0.6,7,8,-1,7,-0.3,-18,0.0,2,3
Cc1ccc(CN2CCNC(=O)C2CC(=O)NCCCn2nnc3ccccc32)cc1 (configuration not stated),.,9,.,3,.,-0.8,-8,-3.6,8,-1
O=C(CSc1nnc(-c2ccccc2)n1Cc1ccco1)Nc1ccc2c(c1)OCCO2,-1.9,16,-3,15,10,-4.2,4,-0.2,-4,-1
COc1ccc(N2CCN(C(c3ccccc3)c3sc4nc(C)nn4c3O)CC2)cc1 (configuration not stated),3.2,5,8,13,14,21,-12,0.4,0,3
CN(CCC(=O)c1ccccc1)CCC(=O)c1ccccc1,-0.5,-2,.,-16,15,.,?,-3.0,9,0
Cc1cc(=O)oc2cc(OCCSCCN3CCOCC3)ccc12,-0.4,7,0,-2,8,1.3,5,-0.3,3,15
CCn1cc(C(=O)O)c(=O)c2cnc(N3CCN(C(=S)Nc4ccc(F)cc4)CC3)nc21,1.4,.,0,12,-11,.,.,.,-6,.
COc1ccccc1C(NC(=O)C1CCN(CCOc2ccccc2)CC1)c1ccccn1 (configuration not stated),.,-8,.,-5,.,1.2,0,-3.1,.,0
Cc1cnc(C(=O)N2CCCC(C(=O)c3cccc(OC(C)C)c3)C2)cn1 (configuration not stated),-0.8,2,-1,7,18,.,-1,-0.6,-27,0
CCn1c(N)c(C(=O)N2CCOCC2)sc1=S,0.7,31*,-5,-2,19,-4.7,-16,-0.3,3,4
COC(=O)[C@H]1C[C@@H]1[C@H](NC(=O)c1ccccc1)c1ccccc1,1.2,1,-13,4,32,2.2,-8,0.8,-6,6
CCCCn1c(=O)c2c(O)cc(=O)oc2c2ccccc21,2.6,20,-5,-9,14,-1.0,-6,-0.7,-13,2
O=C(Cc1ccc(S(=O)(=O)N2CCOCC2)s1)N1CCN(S(=O)(=O)c2ccccc2[N+](=O)[O-])CC1,.,-2,.,1,.,-1.8,-2,-1.7,5,-1
Cc1ccccc1CS(=O)(=O)c1nnc([C@H](Cc2ccccc2)NC(=O)OC(C)(C)C)o1,-0.9,0,2,3,6,-0.4,0,-0.6,-2,-2
CCCCC(CC)CNS(=O)(=O)c1ccc2c(c1)CCN2C(=O)CCC(=O)O (configuration not stated),3.8,0,3,19,10,-2.8,4,-5.6,-6,4
CCN1C(=O)[C@H]2[C@@H](c3ccc(C)cc3)N[C@]3(CCCN(CCC(C)C)C3=O)[C@H]2C1=O,.,-1,.,13,.,2.2,-6,-1.4,8,4
Cc1ccc(OCCC(=O)OCC(=O)c2c(N)n(C)c(=O)n(C)c2=O)cc1,1.5,1,1,4,.,3.0,-1,-2.6,-7,5
CCCCn1c(=O)c(-c2ccccc2)c(O)c2ccccc21,2.6,0,-1,1,24,-0.7,0,1.6,1,31*
COC(=O)c1ccc(NC(=O)CSc2nnc(-c3ccccc3Br)n2-c2ccccc2)cc1,1.4,4,1,-8,.,.,?,0.3,2,-2
CCOC(=O)c1[nH]c2c(c1C)C(=O)CC(c1ccc(OC)c(OC)c1)C2 (configuration not stated),0.1,-2,2,8,7,11,4,-2.7,3,2
Cc1ccc(-c2ccc(CN3C(C)C(=O)N(Cc4cn(Cc5ccco5)nn4)CCS3(=O)=O)cc2)c(C)c1 (configuration not stated),.,.,.,1,.,-0.8,1,-2.9,.,-4
CCN(CC(=O)Nc1ccc(OC)cc1)C(=O)C1CCN(C(=O)c2ccc(Cl)cc2)CC1,-1.9,5,8,-3,.,0.6,8,-2.0,5,10
CN(C(=O)c1ccc(S(=O)(=O)c2cccc(Cl)c2)c([N+](=O)[O-])c1)C1CCCCC1,1.0,3,-1,-5,30,-1.0,-6,-2.3,-6,-3
CNc1ccc(C(=O)OCC(=O)NCc2ccc3c(c2)OCO3)cc1[N+](=O)[O-],-1.6,4,-6,0,.,-0.7,11,-0.3,1,-1

# An excerpt of these results, with each value named:
Molecule: CCOC(=O)c1[nH]c2c(c1C)C(=O)CC(c1ccc(OC)c(OC)c1)C2 (configuration not stated)
  UGM FP inh = 0.1
  GDH-TPI inh = -2
  Rv3671c inh = 2
  CCHFV vOTU inh = 8
  DUSP3 inh = 7
  Mtb BioA inh = 11
  BoNT F protease = 4
  FadD28 binding = -2.7
  MazF activator = 3
  Mtb FBA inh = 2

Molecule: Cc1ccc(-c2ccc(CN3C(C)C(=O)N(Cc4cn(Cc5ccco5)nn4)CCS3(=O)=O)cc2)c(C)c1 (configuration not stated)
  UGM FP inh = .
  GDH-TPI inh = .
  Rv3671c inh = .
  CCHFV vOTU inh = 1
  DUSP3 inh = .
  Mtb BioA inh = -0.8
  BoNT F protease = 1
  FadD28 binding = -2.9
  MazF activator = .
  Mtb FBA inh = -4

Molecule: CCN(CC(=O)Nc1ccc(OC)cc1)C(=O)C1CCN(C(=O)c2ccc(Cl)cc2)CC1
  UGM FP inh = -1.9
  GDH-TPI inh = 5
  Rv3671c inh = 8
  CCHFV vOTU inh = -3
  DUSP3 inh = .
  Mtb BioA inh = 0.6
  BoNT F protease = 8
  FadD28 binding = -2.0
  MazF activator = 5
  Mtb FBA inh = 10

# Other structures follow:
SMILES,UGM FP inh,GDH-TPI inh,Rv3671c inh,CCHFV vOTU inh,DUSP3 inh,Mtb BioA inh,BoNT F protease,FadD28 binding,MazF activator,Mtb FBA inh
COC(=O)[C@@]1(Cc2ccc(F)cc2)[C@H]2c3cc(C(=O)N(C)C)n(CCc4ccc(OC)c(Br)c4)c3C[C@H]2CN1C(=O)c1ccccc1,-0.3,4,-6,0,-7,-0.8,7,-2.0,1,2
COc1cccc(NC(=O)CN(C)CC(=O)Nc2ccc3c(c2)CCC3)c1,1.7,-6,6,-2,30,4.2,-5,-3.2,2,56*
O=C1OC(c2cccs2)Sc2ccccc21 (configuration not stated),.,.,.,-5,.,.,-3,-1.4,.,3
CC(C)OCCCNC(=O)C1CC(=O)N(CCc2ccc(F)cc2)C1 (configuration not stated),0.0,-2,0,-14,6,-0.5,-16,-3.1,-2,-1
COc1ccc(-c2csc(NC(=O)CCn3cnc4ccccc4c3=O)n2)cc1OC,-0.6,-2,1,4,18,-1.0,-7,-2.1,19,1
Cc1ccc2c(c1)c1c3n2CCN(CC#N)C3CCC1 (configuration not stated),-4.3,7,0,-7,9,2.3,?,-4.2,-6,4
O=C(O)CCn1c(C2CCCCC2)nc2ccccc21,-0.1,9,-5,11,0,-1.2,1,-1.8,2,0
CCn1c(SCC(=O)Nc2ccc(OC)c(OC)c2)nnc1-c1cnccn1,1.0,6,-5,12,13,-1.0,6,-1.1,10,1
COc1cc(/C=C/C(=O)Nc2nnc(C(C)(C)C)s2)cc(OC)c1OC,-4.4,24,-2,-27,-4,.,-1,-1.0,2,13
O=C(N[C@@H](Cc1ccccc1)C(=O)N1CCC2(CC1)NCCc1[nH]cnc12)c1cccc(Br)c1,-1.1,4,5,12,-9,0.0,-3,-1.1,14,2
O=C(C[n+]1cc(-c2ccc(Br)cc2)n2c1CCCCC2)c1ccccc1,2.4,-1,-7,7,-1,.,2,-0.2,15,0
Cn1ncc2c(Nc3ccc(Cl)cc3)ncnc21,-0.7,-1,-6,3,-13,2.6,-7,-3.3,10,-3
O=C(Nc1ccccc1)C1CCOC1=O (configuration not stated),3.6,-13,2,-8,.,0.1,.,-1.9,2,3
O=C(COC(=O)c1ccc(S(=O)(=O)NCc2ccco2)cc1)NCCC1=CCCCC1,1.4,12,-14,-4,26,0.0,0,0.3,4,0
COc1cc(S(=O)(=O)N2CCN3CCCC3C2)ccc1-n1cnnn1 (configuration not stated),-1.4,7,4,-5,15,-1.1,-8,0.5,6,1
CO[C@H]1[C@@H]2C=CO[C@@H](O[C@H]3O[C@@H](CO)[C@H](O)[C@@H](O)[C@@H]3O)[C@@H]2[C@@]2(CO)O[C@@H]12,0.0,-3,1,3,.,-1.6,-5,-3.7,4,2
O=[N+]([O-])c1ccc(CS(=O)Cc2ccccc2)cc1 (configuration not stated),.,-3,.,-1,.,.,-4,-2.6,0,-2
NC(=S)c1ccc(C(N)=S)o1,-0.1,33*,8,9,21,2.6,2,0.3,11,-2
COc1ccc(C(=O)Nc2ccc(C(=O)OCC(=O)c3cccc4ccccc34)cc2)cc1,0.8,9,-10,-3,-8,-0.7,-2,-2.1,3,-5
COc1ccccc1N1C(=S)N=C(Nc2c(C)cccc2C)C12CCCC2,3.6,-7,-3,-4,8,.,?,-1.4,12,-1
